Assay outcomes deposited in PubChem by Southern Research Specialized Biocontainment Screening Center.
inhibitors of VEEV: inhibitors of VEEV TC-83 cytopathic effect, confirmation, Vero cells (AID 588727); Vero cells, VEEV TC-83 cytopathic effect inhibition; higher % means a stronger effect; one-dose inhibition, % at 20 µM; IC50 in µM for titrated hits; 350,000 tested, 0.13% active; in the data active = a potency from the dose series; inconclusive = inhibition mostly from about 14% at the one dose, without a potency; inactive = the rest, 99 in 100 with inhibition below about 12%; note: strong numbers were not always called active
M. tuberculosis HTS: M. tuberculosis growth inhibition, HTS (AID 449762); M. tuberculosis H37Rv growth inhibition, 7H9 media; higher % means a stronger effect; inhibition, % at 25 µM, or IC50 in µM where a hit was titrated; 330,000 tested, 0.59% active; in the data active = a potency from the dose series; inconclusive = inhibition above about 70% without an active follow-up result;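 note: bacterial growth assessed after seven days of incubation; strong numbers were not always called active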
H1N1 NS1A inhibition: NS1A inhibition, H1N1 influenza, cell based functional assay (AID 504329) | NS1A functional cell-based assay, percent inhibition; higher % means a stronger effect | 340,000 tested, 0.3% active | one-dose inhibition, % at 12.5 µM; IC50 in µM for titrated hits; in the data active = a potency from the dose series; inconclusive = inhibition above about 27% without an active follow-up result; note: strong numbers were not always called active
tuberculosis growth: growth inhibition of non-replicating M. tuberculosis (AID 488890). inhibition, % at 25 µM, or IC50 in µM where a hit was titrated. 320,000 tested, 0.39% active. Mycobacterium tuberculosis non-replicating, growth inhibition; higher % means a stronger effect; in the data active = a potency from the dose series; inconclusive = inhibition mostly from about 82% at the one dose, without a potency; inactive = the rest, 99 in 100 with inhibition below about 76%;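 note: plate controls were DMSO cells for no effect and high antibiotic wells for full effect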
Salmonella PhoP GFP: Inhibition of PhoP regulon, Salmonella typhi GFP reporter cells, confirmation, 4 h (AID 1850) | Salmonella Typhi PhoP-promoter GFP reporter, fluorescence, 4 h; higher % means a stronger effect | inhibition, % at 50 µM; hits with a dose series show IC50 in µM | 310,000 tested, 0.33% active; in the data active = a potency from the dose series; inconclusive = inhibition mostly from about 25% at the one dose, without a potency; inactive = the rest, 99 in 100 with inhibition below about 19%;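 note: 0% = induced wells with vehicle and 100% = uninduced wells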
* hit, by the source's call; i = inactive; u = inconclusive; x = no result given. Compounds were not picked by outcome. Share with any hit: about 1.6%.

SMILES	inhibitors of VEEV	M. tuberculosis HTS	H1N1 NS1A inhibition	tuberculosis growth	Salmonella PhoP GFP
NC1=NC(=O)/C(=C\c2cccnc2)S1	2.8%	1%	8%	9%	5%
COc1ccc(Cc2nnc(NC(=O)CSc3ccc(C)cc3)s2)cc1	1.2%	3%	-2%	45%	-5%
CCC(=O)Nc1cc(NC(=O)CSc2ncc(-c3ccc(F)cc3)n2Cc2ccco2)ccc1C	6.3%	2%	-2%	29%	-2%
CN1CCN(C(=S)c2ccc(-c3cccc([N+](=O)[O-])c3)o2)CC1	0.2%	-4%	18%	41%	-4%
CCN(C(C)=O)N(CC)c1nc(Cl)nc(NC(C)C)n1	i	-3%	-18%	15%	2%
O=C(Nc1cccc(F)c1)N1CCCCCC1	0.3%	-16%	-11%	0%	-11%
Cc1noc(C)c1NC(=O)N(C)C[C@H]1Oc2ccc(NC(=O)Nc3ccc4c(c3)OCO4)cc2C(=O)N([C@H](C)CO)C[C@@H]1C	0.4%	-9%	2%	-14%	x
CCN(CC)c1ccc(/C=N/NC(=O)OC)c(O)c1	5.8%	-5%	3%	45%	-7%
C/C(=N\NC(=S)NCc1ccccc1)c1ccc(C(C)(C)C)cc1	i	4%	12%	70%	-4%
COc1ccc(NC(=O)Nc2ccc3c(c2)N(C)C(=O)CS3)cc1Cl	7.1%	-2%	4%	-2%	0%
Cc1ccnc(NC2c3ccccc3C(=O)N2Cc2ccccc2Cl)c1 (stereo unspecified)	0.9%	-14%	-6%	-1%	-1%
CN(C)CCCNc1ccc(S(N)(=O)=O)cc1[N+](=O)[O-]	1.0%	2%	-3%	-8%	2%
O=C(CCCn1c(SCc2cc(=O)n3ccccc3n2)nc2ccccc2c1=O)NCC1CCCO1 (stereo unspecified)	8.5%	-10%	10%	-22%	10%
COc1ccc(C(=O)C2CCCN(C3Cc4ccccc4C3)C2)c(OC)c1 (stereo unspecified)	3.3%	-7%	11%	8%	14%
NC(=O)c1nsc(C(=O)N(Cc2cccnc2)C(C(=O)NCc2ccc(F)cc2)c2ccc(F)cc2)c1N (stereo unspecified)	7.0%	5%	-2%	18%	5%
CCN1C(=O)c2ccccc2S(=O)(=O)c2ccc(C(=O)NCc3cccnc3)cc21	0.7%	1%	2%	x	-7%
CCOC(=O)C1CCN(C(=O)c2ccc(OCC)c(OCC)c2)CC1	0.8%	-2%	-4%	3%	-3%
N/C(CC(=O)Nc1ccc(F)cc1F)=N\OC(=O)c1cccs1	3.5%	1%	8%	6%	4%
O=C(c1ccco1)N1CCN(C(=O)c2snc3ccc(Cl)cc23)CC1	6.7%	-9%	7%	18%	3%
CC(C)OC(=O)c1ccc(N2C(=O)C3CC=CCC3C2=O)cc1 (stereo unspecified)	2.1%	10%	-6%	-3%	3%
COc1ccc2c(ccn2S(=O)(=O)c2ccccc2)c1	0.6%	4%	-27%	34%	-6%
CCC(C)NS(=O)(=O)c1ccc(OCC(=O)NCc2ccc(OC)cc2)cc1 (stereo unspecified)	0.7%	-1%	-1%	-1%	-8%
O=C(N/N=C/c1cc(Br)c(O)c(Br)c1O)c1cccnc1	2.3%	5%	15µM*	-14%	-13%
CCOC(=O)c1ccc(NC(=O)c2ccc(NC(=O)C3CCCO3)cc2)cc1 (stereo unspecified)	4.2%	u	4%	79%	5%
CCOc1ccc(NC(=O)CCNC(=O)Cn2cnc3ccccc3c2=O)cc1	0.7%	-3%	-1%	-10%	10%
CC(C)[C@@H](C(=O)NC1CCN(Cc2ccccc2)CC1)N1C(=O)N2CCc3c([nH]c4ccccc34)[C@@]2(C)C1=O	2.1%	1%	14%	69%	1%
Cc1cc(C)c(NC(=O)CNC(=O)c2cc([N+](=O)[O-])ccc2N2CCOCC2)c(C)c1	6.8%	-2%	-5%	9%	-2%
O=C1N=C(N2CCc3ccccc3C2)S/C1=C\c1ccc(O)cc1	12%	u	0%	51%	2%
CC1=CC(C)(C)N2C(=O)C3(C(C#N)=C(N)OC4=C3C(=O)CC(C)(C)C4)c3c(C)c(C)cc1c32 (stereo unspecified)	0.8%	4%	1%	-5%	-3%
O=C(c1cc(Br)c(Br)s1)N1CCc2ccccc2C1	7.8%	7%	-20%	77%	x
CC(=O)Nc1cccc(NC(=O)Cc2nc(-c3ccccc3)sc2-c2ccc(C)cc2)c1	1.5%	2%	8%	25%	-1%
CCCCCCSc1ccc([C@@H]2[C@H]3C(=O)N(C)C(=O)[C@H]3[C@]3(C(=O)OC)CCCCN23)cc1OC	3.9%	-1%	10%	3%	3%
Cc1cc2ncn(C3CC(=O)N(Cc4ccccc4)C3=O)c2cc1C (stereo unspecified)	i	3%	-12%	12%	5%
O=C(Nc1ccc(N2CCOCC2)c(Cl)c1)c1cccc(F)c1	5.8%	-1%	-4%	22%	3%
O=c1ccnc(Nc2ccc3c(c2)OCCO3)[nH]1	0.8%	-9%	x	-11%	-3%
COc1ccc(Cc2nnc(CCc3ccccc3)s2)cc1	1.0%	5%	21%	68%	-2%
CCOc1cc(NC(=S)NCC2CCCO2)c(OCC)cc1NC(=O)c1ccccc1F (stereo unspecified)	9.2%	5%	5%	u	12%
Cc1ccc(-c2noc(-c3cccs3)n2)cc1	i	1%	-5%	34%	9%
COC(=O)[C@@H](c1ccccc1)C1CCCCN1 (stereo partly specified)	0.2%	8%	-18%	3%	x
COc1cc(C(=O)OCC(=O)NC2CCCC2)cc(NC(=O)c2ccco2)c1OC	9.9%	u	-1%	55%	-19%
CCc1ccccc1NC(=O)CN(C)C(=O)CSc1nnc(Nc2cccc(C)c2C)s1	0.6%	2%	18%	2%	-4%
CCOC(=O)C1(C(F)(F)F)N=C(N(C)C)OC(N(C)C)=N1	0.1%	-6%	-9%	-4%	-1%
Cc1cnc(NC(=O)CSc2nnc(Cc3ccccc3)n2C)s1	0.2%	-7%	5%	-6%	-1%
Cc1ccc(S(=O)(=O)Nc2nc3ccccc3nc2NCC2CCCO2)c(C)c1 (stereo unspecified)	0.2%	2%	-2%	4%	1%
CCCSc1nc2c(cnn2-c2ccc(C)cc2)c(=O)[nH]1	i	3%	29%	x	-14%
CCOC(=O)c1[nH]c2cc3c(cc2c1CCCN1C(=O)c2ccccc2C1=O)OCCO3	1.3%	17%	7%	2%	-3%
Cc1cccc(NC(=O)CSCC(=O)N2CCN(c3cccc(C(F)(F)F)c3)CC2)c1	1.9%	1%	-5%	29%	x
CCN(C(=O)c1ccc2c(Cl)c3c(nc2c1)CCC3)c1ccc(C)c(C)c1	11%	2%	5%	53%	-2%
O=C(CC1SC2=NCCN2C1=O)Nc1ccc(Cl)cc1 (stereo unspecified)	i	-2%	-13%	-4%	0%
CCOC(=O)N1CCN(c2nc(-c3ccccc3)c3ccccc3n2)CC1	1.7%	7%	-23%	23%	6%
O=C(O)Cn1cc(/C=C2/NC(=O)N(c3ccc(Cl)cc3)C2=O)c2ccccc21	0.3%	2%	2%	-17%	-1%
CCN1CCN(CCn2c(=S)[nH]c3ccccc3c2=O)CC1	0.1%	-2%	14%	5%	2%
Cc1cccc(NS(=O)(=O)Cc2ccccc2)n1	i	-4%	-1%	-15%	-1%
C=CCCC1(CC)C(=O)NC(=S)NC1=O	0.8%	x	6%	x	x
O=C(CN1N=C(c2ccccc2)CCC1=O)NCCCN1CCc2ccccc2C1	i	-4%	-4%	-5%	-1%
COc1ccc(CNS(=O)(=O)c2cc(-c3cc(C)no3)ccc2OC)cc1OC	1.6%	0%	-1%	0%	2%
COc1ccc(OC)c(NC(=O)Nc2ccc3[nH]ccc3c2)c1	i	4%	x	1%	-21%
CC(C)OCCCn1c(SCC(=O)N2CCc3ccccc32)nc2ccccc2c1=O	1.3%	-6%	0%	-4%	3%
CN1C(=O)C(O)(C2COC(C)(C)CC2=O)c2ccccc21 (stereo unspecified)	0.4%	-6%	-8%	-14%	3%
Cc1cccc(OCC(=O)N2CCN(S(C)(=O)=O)CC2)c1	i	-2%	-20%	-9%	14%
New compounds follow:
SMILES	inhibitors of VEEV	M. tuberculosis HTS	H1N1 NS1A inhibition	tuberculosis growth	Salmonella PhoP GFP
CCCCn1c(SCC(=O)Nc2ccc3c(c2)OCO3)nc2c1c(=O)n(C)c(=O)n2C	0.1%	-10%	-9%	-2%	0%
CCOc1cc(/C=N/Nc2cc(C)nc3ccc(C)cc23)ccc1O	3.3%	11%	5%	6%	2%
CCSCc1nnc(SCC(=O)Nc2cc(F)ccc2C)n1C	0.1%	-4%	8%	6%	-2%
CCc1ccccc1NC(=O)c1ccc(OCc2c(C)noc2C)cc1	13%	1%	0%	15%	x
C=CC(=O)Nc1cccc(N(C)c2ccnc(Nc3ccc(N4CCN(C)CC4)cc3)n2)c1	7.8%	x	u	x	x
COc1ccc(NC(=O)c2ccccc2NC(=O)c2ccco2)cc1	0.3%	0%	5%	-4%	0%
COCCN1C(=O)/C(=C/c2ccc(N3CCCC3)cc2C)SC1=S	i	15%	-7%	1%	-1%
COc1ccccc1-n1c(C)cc(/C=C2/C(=N)N3C(=NC2=O)SN=C3S(C)(=O)=O)c1C	1.0%	1%	9%	18%	-1%
Cc1[nH]nc2c1C1(CCN(C(=O)c3ccccc3)CC1)C(C#N)=C(N)O2	3.4%	-2%	8%	-12%	4%
CCOC(=O)/C(C(N)=NCCCO)=C(/O)c1ccccc1	i	-10%	5%	-14%	-8%
Cc1ccc(C(c2nnnn2C2CCCC2)N2CCc3ccccc32)cc1 (stereo unspecified)	i	4%	5%	68%	-10%
Cn1c(NCc2ccco2)nc2c1c(=O)n(Cc1ccc(Br)cc1)c(=O)n2C	4.5%	12%	-7%	23%	-9%

Reprinted at random: seven entries already listed, in no set order.
SMILES	inhibitors of VEEV	M. tuberculosis HTS	H1N1 NS1A inhibition	tuberculosis growth	Salmonella PhoP GFP
CCOC(=O)/C(C(N)=NCCCO)=C(/O)c1ccccc1	i	-10%	5%	-14%	-8%
CCOc1cc(/C=N/Nc2cc(C)nc3ccc(C)cc23)ccc1O	3.3%	11%	5%	6%	2%
O=C(Nc1cccc(F)c1)N1CCCCCC1	0.3%	-16%	-11%	0%	-11%
O=C(Nc1ccc(N2CCOCC2)c(Cl)c1)c1cccc(F)c1	5.8%	-1%	-4%	22%	3%
Cc1[nH]nc2c1C1(CCN(C(=O)c3ccccc3)CC1)C(C#N)=C(N)O2	3.4%	-2%	8%	-12%	4%
O=C(CN1N=C(c2ccccc2)CCC1=O)NCCCN1CCc2ccccc2C1	i	-4%	-4%	-5%	-1%
COc1ccc(C(=O)C2CCCN(C3Cc4ccccc4C3)C2)c(OC)c1 (stereo unspecified)	3.3%	-7%	11%	8%	14%

The list goes on.
SMILES	inhibitors of VEEV	M. tuberculosis HTS	H1N1 NS1A inhibition	tuberculosis growth	Salmonella PhoP GFP
CCCCc1nc2ccccc2c(=O)n1NC(=O)c1c(O)c2c(n(CC(C)C)c1=O)CCCC2	i	x	0%	x	x
CCOC(=O)c1cc(C)sc1NC(=O)c1ccc(Cl)s1	1.5%	-1%	-2%	-15%	0%
COCCNC(=O)CSc1nc(-c2ccccc2)cs1	2.5%	-12%	23%	4%	-7%
O=C(NCC(c1ccco1)N1CCN(c2ccc(F)cc2)CC1)c1ccc2c(c1)OCO2 (stereo unspecified)	1.4%	-2%	-6%	6%	3%
CC(=O)c1c(C)[nH]c(C(=O)OCC(=O)N2CC(=O)Nc3ccccc32)c1C	i	-1%	32%	-7%	-2%
CCn1c(C)nc2cc(C(=O)NNC(=O)Nc3cccc(Cl)c3)ccc21	7.3%	3%	x	-5%	-1%
CCOC(=O)NC(C(Cl)(Cl)Cl)S(=O)(=O)c1ccccc1 (stereo unspecified)	36%	3%	-26%	20%	7%
COc1cc(/C=N/NC(=O)c2ccoc2C)cc(OC)c1OC	2.4%	-2%	1%	-1%	-5%
Cc1cc(C)cc(-n2cccc2/C=C2/C(=N)N3C(=NC2=O)SN=C3S(C)(=O)=O)c1	2.6%	1%	-8%	46%	2%
CSc1cccc(NC(=O)/C=C/c2ccc(Cl)cc2)c1	1.1%	2%	-4%	43%	11%
CC1OC(OC2C(CO)OC(OC3C(CO)OC(O)C(O)C3O)C(O)C2O)C(O)C(O)C1N[C@@H]1C=C(CO)[C@@H](O)C(O)[C@H]1O (stereo partly specified)	i	6%	-4%	-10%	0%
N/C(Cc1ccc(Cl)cc1Cl)=N\OC(=O)c1ccccc1F	i	12%	1%	u	19%
CNS(=O)(=O)c1cn(CC(=O)NCc2ccc(F)cc2)cc1S(=O)(=O)NC	0.2%	-3%	19%	-1%	0%
CCOc1ccccc1CN1CCN(CC2CC2)CC1CCO (stereo unspecified)	0.5%	-1%	-8%	2%	-3%
